HEK293 tox: kills HEK 293 cells. HEK 293 viability, ATP luminescence (CellTiter-Glo), 48-72 h. Potency, µM (series often up to 115 µM), for inactives: at the top dose activity change, negative = cytotoxicity, usual class: inhibitors. 94,000 tested, 6.6% active. AID 1345083; further: potency means the concentration at half of the fitted maximal effect; nearly all actives have a fitted effect of over 60% in size
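Pintool-delivered compounds were incubated with HEK 293 cells (250 cells/well) at 37 degree Celsius for 48 or 72 hr. ATP-dependent luminescence (CellTiter-Glo) then reported remaining viable cells.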
IP6K1 inh: blocks human inositol hexakisphosphate kinase 1 | IP6K1 kinase, ADP-Glo luminescence, 2 h; hits give low values | activity change, % (series mostly up to about 58 µM) | 140,000 tested, 0.81% active | AID 1645851; in the data active means activity change below about -25%
Target sequence (Q92551 whole entry, looked up): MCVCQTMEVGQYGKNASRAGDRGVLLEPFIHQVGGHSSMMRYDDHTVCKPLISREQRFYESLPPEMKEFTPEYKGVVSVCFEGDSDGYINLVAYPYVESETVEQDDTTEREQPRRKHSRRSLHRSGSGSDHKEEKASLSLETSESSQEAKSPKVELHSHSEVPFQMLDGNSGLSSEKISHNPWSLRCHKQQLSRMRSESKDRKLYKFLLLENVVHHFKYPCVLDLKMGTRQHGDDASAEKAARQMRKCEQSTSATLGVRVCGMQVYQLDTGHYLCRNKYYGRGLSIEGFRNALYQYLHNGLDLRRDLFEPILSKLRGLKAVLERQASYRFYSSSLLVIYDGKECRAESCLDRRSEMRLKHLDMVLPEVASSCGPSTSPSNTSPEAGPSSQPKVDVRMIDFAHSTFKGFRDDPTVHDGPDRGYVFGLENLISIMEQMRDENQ
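ADP-Glo luminescence measures ADP made by human IP6K1 during a 2 h RT reaction with ATP/IP6 (mix at 1.3 mM/130 uM); top library doses 57.5 and 19.1 uM final.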
GPT2 inh: GPT2 alanine aminotransferase inhibition | Q8TD30 | Recombinant GPT2, coupled pyruvate oxidase/HRP Amplex Red fluorescence | Potency, µM (series often up to 57.7 µM), for the others: at the top dose activity change, negative = inhibition, usual class: inhibitors | 100,000 tested, 0.25% active | AID 1671188; further: potency means the concentration at half of the fitted maximal effect; nearly all actives have a fitted effect of over 60% in size; many of its hits are not listed in these tables
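Recombinant GPT2 (10ng/uL) with 250uM a-KG and 2mM L-alanine, 30 min at room temperature, in HEPES pH 7.5 buffer. Pyruvate detected by pyruvate oxidase/HRP/Amplex Red fluorescence after 30 min in the dark; AOA (50uM) as positive control.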
FLuc inh: Photinus pyralis luciferase inhibition | purified P. pyralis luciferase, luminescence, biochemical | AID 1347043 | Potency, µM (doses to about 115 µM), inactives show at the top dose activity change, negative = inhibition, actives largely listed as inhibitors | 76,000 tested, 2.5% active; further: potency means the concentration at half of the fitted maximal effect; nearly all actives have a fitted effect of over 65% in size
Target sequence (P08659 whole entry, looked up): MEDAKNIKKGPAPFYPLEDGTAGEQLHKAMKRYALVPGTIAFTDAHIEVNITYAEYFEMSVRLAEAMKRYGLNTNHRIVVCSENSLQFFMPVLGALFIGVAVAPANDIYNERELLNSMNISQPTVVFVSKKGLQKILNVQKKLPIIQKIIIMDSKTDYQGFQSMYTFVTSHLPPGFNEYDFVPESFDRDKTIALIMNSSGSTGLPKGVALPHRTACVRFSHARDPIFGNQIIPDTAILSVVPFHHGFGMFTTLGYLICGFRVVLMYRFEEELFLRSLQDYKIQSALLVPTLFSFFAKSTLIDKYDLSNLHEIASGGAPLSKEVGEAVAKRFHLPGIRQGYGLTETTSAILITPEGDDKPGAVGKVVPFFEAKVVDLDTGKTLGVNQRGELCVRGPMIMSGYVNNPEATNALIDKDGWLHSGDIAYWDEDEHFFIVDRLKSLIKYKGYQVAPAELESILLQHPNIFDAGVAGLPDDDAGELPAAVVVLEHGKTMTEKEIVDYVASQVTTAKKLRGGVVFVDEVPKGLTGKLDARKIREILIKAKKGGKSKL
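FLuc 10nM, D-luciferin 10uM, ATP 10uM, Mg acetate 10mM, Tris acetate pH 7.5, Tween/BSA; cpd qHTS; enzyme added last; CCD luminescence.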
HEK293 viab: counter-screen for SNCA expression inhibitors: cell viability; AID 1671193; Potency, µM (top dose mostly 57.1 µM), without a hit: at the highest dose activity change, negative = cytotoxicity, actives largely listed as cytotoxic; 150,000 tested, 0.12% active; HEK-293-SNCA-luc viability, GF-AFC fluorescence, 24 h;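 further: potency means the concentration at half of the fitted maximal effect; 0% = DMSO-treated cells and -100% = medium-only wells without cells; nearly all actives have a fitted effect of over 30% in size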
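Cytotoxicity counterscreen: after 24 h compound treatment of genome-edited SNCA-luciferase HEK-293 cells, live-cell protease substrate GF-AFC read by fluorescence after 30 min; activity scaled between DMSO (0%) and medium-only (-100%), curves Hill-fitted.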
NIH3T3 tox: kills NIH 3T3 cells; NIH 3T3 viability, CellTiter-Glo ATP luminescence, 48-72 h; Potency, µM (top dose mostly 96.7 µM), inactives show at the highest dose activity change, negative = cytotoxicity, most hits filed as inhibitors; 94,000 tested, 4.3% active; AID 1345082; further: potency means the concentration at half of the fitted maximal effect; nearly all actives have a fitted effect of over 55% in size
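Cytotoxicity was measured by CellTiter-Glo ATP luminescence after 48 or 72 h compound exposure at 37 °C. Mouse NIH 3T3 fibroblasts were seeded at 400 cells/well and dosed by 23 nL pin transfer.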
SNCA expr inhib: SNCA gene expression inhibition; AID 1671194; HEK-293 SNCA-luciferase knock-in, luminescence, 24 h; 140,000 tested, 0.17% active; Potency, µM (top dose mostly 57.2 µM), for the others: at the top dose activity change, negative = inhibition, actives largely listed as inhibitors;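 further: potency means the concentration at half of the fitted maximal effect; plate controls were DMSO cells for no effect and cell-free wells for full effect; nearly all actives have a fitted effect of over 45% in size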
The depositor's hits bear a star; i = inactive; ? = inconclusive; . = no result given; [ ] = another dose, or the depositor's remark. Unless noted, the call rests on the fitted dose curve; in most records, active means well fitted curve in the direction sought with a large enough effect; inconclusive means small, poorly fitted or top-dose-only effect, or another doubt; inactive means no such curve, though single readings can be large; an effect the other way counts as inactive or inconclusive. Unless noted, on the % scale 0 is the no-effect control and ±100 the full control effect. Not all compounds are listed. The share of hits here may be higher or lower than overall.

The line under a structure holds: HEK293 viab	HEK293 tox	FLuc inh	SNCA expr inhib	IP6K1 inh	NIH3T3 tox	GPT2 inh
1	Cc1ccn2c(C(=O)NCC3CCN(c4cnn(C)c(=O)c4)C3)nnc2n1 (stereo not given)
  0%	1%	5%	11%	18	1%	0%
2	Cc1ccc(C(=O)N2CCC3(CCC(=O)N(CC4CC4)CC3)CC2)cc1F
  0%	?	0%	7%	32	?	i
3	COc1cccc(NC(=O)CCc2nc(-c3cccs3)no2)c1
  -13%	.	.	15%	18	.	.
4	Cc1cc2oc(C(=O)Nc3nc(-c4ccccc4)ns3)c(C)c2cc1Cl
  2%	.	.	-7%	28	.	.
5	COc1cccc(CN2C(=O)OC3(CCN(Cc4ccncc4)CC3)C2(C)c2cccnc2)c1 (stereo not given)
  0%	i	1%	22%	-13	?	-18%
6	CCC(NC(=O)c1cc(COc2ccccc2F)[nH]n1)c1ccncc1 (stereo not given)
  1%	-20%	9%	2%	-2	-19%	5%
7	Cn1nc(C2CCN(C(=O)c3ccc(C(F)(F)F)cc3)CC2)[nH]c1=O
  12%	0%	-4%	-2%	6	-6%	-13%
8	CCOC(=O)c1c(NC(=O)c2cc(-c3ccc(Cl)cc3)on2)sc2c1CCCC2
  6%	.	.	-10%	7	.	.
9	CC1=NS(=O)(=O)N(C)C=C1C(=O)OCc1noc(-c2ccccc2C)n1
  7%	?	-1%	-4%	-5	?	i
10	CCNC(=O)O[C@@H]1CC[C@]2(C)C(CC[C@@H](O)[C@H]2CC(=O)NCc2ccc(F)cc2)[C@]1(C)CO (stereo not given in full)
  1%	-4%	-3%	-1%	-4	-25%	?
11	COc1ccc(C(=O)N2CCC(c3nn(C)c(=O)[nH]3)CC2)cc1
  0%[87.6 µM]	-5%[172 µM]	-9%[172 µM]	-5%[87.6 µM]	7	-3%[138 µM]	i
12	CN1C(=O)CC[C@]2(C(=O)NCc3ccccc3F)CCCC[C@@H]12
  4%	-3%	5%	50%[activator]	-2	-14%	i
13	CC(C)(C)c1coc([C@@H]2COCCN2Cc2cccc(C#N)c2)n1
  -10%[87.6 µM]	?	1%[172 µM]	7%[87.6 µM]	14	-12%[174 µM]	-13%[88.5 µM]
14	CCc1ccc(N2CC(c3noc(-c4ccc(OC)nc4OC)n3)CC2=O)cc1 (stereo not given)
  12%	45µM*	-14%	-23%	33	?	0%
15	Cc1ccccc1C(=O)c1cccn1CC(=O)NCc1ccccc1
  8%	.	.	64%[activator]	31	.	.
16	CCOC(=O)c1scc(-c2ccc(C)cc2)c1S(=O)(=O)Nc1ccc(OC)c(Cl)c1
  2%	.	.	?	-7	.	.
17	Cc1cc(C(=O)N[C@H]2[C@H](O)[C@H](O)C[C@@H]2c2cccnc2)no1
  7%[87.6 µM]	i	2%[172 µM]	-2%[87.6 µM]	-7	-1%[174 µM]	-9%[88.5 µM]
18	CCOC(=O)c1cc2c(=O)n3ccccc3nc2n(Cc2ccco2)c1=NC(=O)c1cc(C)cc(C)c1
  ?	.	.	19%	-9	.	.
19	CN(C)C(=O)c1ccc(OC2CCN(C(=O)c3ccccc3F)CC2)nc1
  4%	-5%	6%	1%	1	-1%	i
20	CNC(=O)N1CCC(C2CCN(C(=O)NCc3cccc(OC)c3)C2)CC1 (stereo not given)
  2%[12.5 µM]	2%	-3%	13%	0	-5%	-10%
21	CCc1ccc(C(=O)c2cn(CC(=O)Nc3cc(OC)ccc3OC)c3ccc(C)cc3c2=O)cc1
  -6%	.	.	-9%	1	.	.
22	COC(=O)c1cc2oc(C)cc2n1CC(=O)Nc1ccc(C)cc1C
  -1%	.	.	-20%	6	.	.
23	COc1ccccc1CN[C@H]1CC(C)(C)[C@@H]2C[C@@](C)(O)CC[C@]12CCC(=O)NCCN1CCOCC1
  3%	-10%	-8%	17%	-3	-1%	i
24	CN1CCC2(CCC1=O)CN(Cc1nc3c(s1)CCCC3)CCN2C (stereo not given)
  -3%	-10%	-4%	-16%	-2	-6%	?
25	Cc1ccccc1CC(=O)N1C[C@@H](COc2ccccc2)[C@H](C(N)=O)C1
  11%	-18%	-3%	-3%	6	-14%	5%
26	COCCn1ncc(N2CCC(C(=O)Nc3ccc(C)cc3)C2)cc1=O (stereo not given)
  6%	-3%	.	14%	-6	i	-7%
27	O=C(NCc1ccc2c(c1)OCO2)C1CCN(C(=O)c2ncn3c2COC(c2ccccc2)C3)CC1 (stereo not given)
  17%	14%	7.9µM*	53%[activator]	1	i	4%
28	COC(=O)c1ccccc1NC(=O)c1ccc(=O)n(Cc2cccc(C)c2)c1
  -4%	.	.	?	2	.	.
29	Cc1ncccc1C(=O)N1CC[C@@H]2COCCN(Cc3ccncc3)[C@@H]2C1
  -3%	5%	-11%	-10%	2	-14%	i
30	COc1cccc(CN2CCCC3(CCN(c4cc(C)nc(N)n4)C3)C2)c1OC (stereo not given)
  -21%	?	-1%	1%	-6	-29%	i

Ordered by molar mass (rising): ten of the compounds above
The line under a structure holds: HEK293 viab	HEK293 tox	FLuc inh	SNCA expr inhib	IP6K1 inh	NIH3T3 tox	GPT2 inh
3	COc1cccc(NC(=O)CCc2nc(-c3cccs3)no2)c1
  -13%	.	.	15%	18	.	.
26	COCCn1ncc(N2CCC(C(=O)Nc3ccc(C)cc3)C2)cc1=O (stereo not given)
  6%	-3%	.	14%	-6	i	-7%
29	Cc1ncccc1C(=O)N1CC[C@@H]2COCCN(Cc3ccncc3)[C@@H]2C1
  -3%	5%	-11%	-10%	2	-14%	i
19	CN(C)C(=O)c1ccc(OC2CCN(C(=O)c3ccccc3F)CC2)nc1
  4%	-5%	6%	1%	1	-1%	i
2	Cc1ccc(C(=O)N2CCC3(CCC(=O)N(CC4CC4)CC3)CC2)cc1F
  0%	?	0%	7%	32	?	i
20	CNC(=O)N1CCC(C2CCN(C(=O)NCc3cccc(OC)c3)C2)CC1 (stereo not given)
  2%[12.5 µM]	2%	-3%	13%	0	-5%	-10%
8	CCOC(=O)c1c(NC(=O)c2cc(-c3ccc(Cl)cc3)on2)sc2c1CCCC2
  6%	.	.	-10%	7	.	.
16	CCOC(=O)c1scc(-c2ccc(C)cc2)c1S(=O)(=O)Nc1ccc(OC)c(Cl)c1
  2%	.	.	?	-7	.	.
21	CCc1ccc(C(=O)c2cn(CC(=O)Nc3cc(OC)ccc3OC)c3ccc(C)cc3c2=O)cc1
  -6%	.	.	-9%	1	.	.
18	CCOC(=O)c1cc2c(=O)n3ccccc3nc2n(Cc2ccco2)c1=NC(=O)c1cc(C)cc(C)c1
  ?	.	.	19%	-9	.	.

Returning to the listing; the 2 compounds before the break are reprinted first.
The line under a structure holds: HEK293 viab	HEK293 tox	FLuc inh	SNCA expr inhib	IP6K1 inh	NIH3T3 tox	GPT2 inh
29	Cc1ncccc1C(=O)N1CC[C@@H]2COCCN(Cc3ccncc3)[C@@H]2C1
  -3%	5%	-11%	-10%	2	-14%	i
30	COc1cccc(CN2CCCC3(CCN(c4cc(C)nc(N)n4)C3)C2)c1OC (stereo not given)
  -21%	?	-1%	1%	-6	-29%	i
31	Cc1cccc(CC(=O)N2CCC3(CC2)CCC(O)(CN(C)C)CC3)c1
  5%	-27%	?	71%[activator]	-12	-23%	i
32	Cc1ccc2c(CNCCc3ccco3)c(C(=O)O)n(Cc3ccc(F)cc3)c2c1
  -27%	.	.	-7%	1	.	.
33	COc1ccc(-c2ccc(C(=O)NCc3cccc(C(F)(F)F)c3)c(Cl)c2)nn1
  .	?	.	.	0	?	.
34	COc1cc(Cl)ccc1C(=O)N1C[C@@H](F)C[C@H]1C(=O)N1CCCCC1
  -5%	13%	-1%	-20%	2	-7%	i
35	CNC(=O)c1cc(C)nc2onc(C3CCCN(C(=O)c4cccnc4)C3)c12 (stereo not given)
  .	-18%	.	.	-1	-17%	.
36	COc1ccccc1NC(=O)Cc1c(C(=O)O)[nH]c2ccc(Cl)cc12
  6%	.	.	-11%	5	.	.
37	CC(C(=O)NCc1cc(F)ccc1F)C1CCOCC1 (stereo not given)
  -1%[12.5 µM]	-1%	-8%	19%	25	i	i
38	COc1cccc(-c2nc(SCC(=O)N3CCc4ccccc43)c3c(=O)n(C)c(=O)n(C)c3n2)c1
  -1%	.	.	26%	11	.	.
39	NCC(=O)CCC(=O)O
  10%[23.9 µM]	.	.	-8%[25.6 µM]	2	.	i
40	CN1c2cccnc2CN(Cc2ccc(C#N)cc2)CC[C@H]1CO
  3%[87.6 µM]	-5%[172 µM]	0%[172 µM]	6%[87.6 µM]	1	-24%[174 µM]	0%[88.5 µM]
41	CCOC(=O)Cc1ccc(NC(=O)N2CC(C)Oc3ccc(Cl)cc32)cc1 (stereo not given)
  -2%	.	.	?	-1	.	.
42	Cc1cccc(NC(=O)c2ccc3snnc3c2)c1C
  -18%	.	.	60%[activator]	-9	.	.
43	CN1C(=O)c2cccn2CC1C(=O)NCc1ccccc1 (stereo not given)
  -10%	i	-10%	-4%	-1	i	i
44	O=C(c1cc(-c2ccc(F)cc2)c2nncn2n1)N1CCCCC1
  -9%[12.5 µM]	-1%	.	0%	19	-5%	-19%
45	COC(=O)[C@@H]1Cc2ncn(Cc3ccc(Cl)cc3)c2CN1Cc1ccc(NC(C)=O)cc1
  -14%	?	-1%	?	9	?	-35%
46	COC[C@H]1NC(=O)CC[C@H]1C(=O)NCCCN1CCc2ccccc2C1
  1%	3%	-5%	22%	0	-3%	i
47	O=C(c1ccc(Cl)s1)N1CCC2(COc3ncccc3S(=O)(=O)N2)C1 (stereo not given)
  -3%	-16%	.	-28%	-3	-11%	-6%
48	COc1ccc(CCNC(=O)c2ccc3c(c2)c(C)c(C)n3Cc2ccccc2)c(OC)c1OC
  -17%	.	.	?	8	.	.
49	COc1ccc(Cl)cc1NC(=O)CN1c2ccccc2S(=O)(=O)c2ccccc21
  -21%	.	.	-20%	2	.	.
50	COc1ccc(-c2nc(CNS(=O)(=O)c3cccc(F)c3)cs2)cc1
  -3%	.	.	20%	-7	.	.
51	Cc1ccc(C(=O)Nc2cccc(C(=O)OCc3cc(=O)n4nc(C5CC5)sc4n3)c2)cc1
  -3%	.	.	70%[activator]	14	.	.
52	CCOc1ccc(-c2c(C)nn3c(C)c(C(=O)NCCc4ccc(C)cc4)cnc23)cc1OCC
  11%	.	.	-20%	17	.	.
53	Cc1cc(C(F)(F)F)nn1CC(=O)N1CCCC(c2[nH]ccc2C(N)=O)C1 (stereo not given)
  0%[12.5 µM]	-5%	-16%	?	7	-9%	-10%
